Screens (PubChem BioAssay)
PP1 counter = counter-screen for PP5 inhibitors: inhibitors of human PP1-alpha. P62136. purified PP1alpha, OMFP fluorescence. inhibition, % at 6.7 µM. hit rate 0.9% among 320,000;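 active means inhibition above the mean inhibition of all tested compounds plus 3 SD, computed separately for each screening campaign, cut at about 15% in these data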
Target sequence (P62136 whole entry, looked up): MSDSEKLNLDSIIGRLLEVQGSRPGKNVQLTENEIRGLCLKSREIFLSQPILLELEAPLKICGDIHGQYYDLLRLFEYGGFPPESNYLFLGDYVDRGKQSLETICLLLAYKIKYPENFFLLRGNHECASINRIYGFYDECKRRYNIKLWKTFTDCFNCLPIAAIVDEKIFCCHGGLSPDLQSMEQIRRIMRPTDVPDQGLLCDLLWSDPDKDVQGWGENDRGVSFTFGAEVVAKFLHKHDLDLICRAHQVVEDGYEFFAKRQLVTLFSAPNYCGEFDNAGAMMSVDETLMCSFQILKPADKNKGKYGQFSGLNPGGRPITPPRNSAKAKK
ZTA DNA inh = ZTA (EBV) inhibition in EBNA-1 counter-screen; inhibition, % at 11 µM; hit rate 0.15% among 320,000; P03206; AID 2234; ZTA-DNA binding, fluorescence polarization; in the data active means inhibition above about 33%
Target sequence (P03206 whole entry, looked up): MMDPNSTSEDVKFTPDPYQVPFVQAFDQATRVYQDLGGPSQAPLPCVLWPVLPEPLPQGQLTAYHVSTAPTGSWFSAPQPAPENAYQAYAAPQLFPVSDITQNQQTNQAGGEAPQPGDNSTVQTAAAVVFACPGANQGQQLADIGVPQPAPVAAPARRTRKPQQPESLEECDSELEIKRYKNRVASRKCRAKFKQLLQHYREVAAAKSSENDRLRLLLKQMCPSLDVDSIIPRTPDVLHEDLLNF
PP5 inh = PP5 (human) phosphatase inhibition; P53041; purified PP5c, OMFP substrate fluorescence; inhibition, % at 6.7 µM; hit rate 0.18% among 320,000; AID 1987;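 active means inhibition above the campaign's mean inhibition across all tested compounds plus 3 SD, cut at about 9.5% in these data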;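 further: 0% = DMSO only and 100% = 100 µM cantharidin control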
Target sequence (P53041 whole entry, looked up): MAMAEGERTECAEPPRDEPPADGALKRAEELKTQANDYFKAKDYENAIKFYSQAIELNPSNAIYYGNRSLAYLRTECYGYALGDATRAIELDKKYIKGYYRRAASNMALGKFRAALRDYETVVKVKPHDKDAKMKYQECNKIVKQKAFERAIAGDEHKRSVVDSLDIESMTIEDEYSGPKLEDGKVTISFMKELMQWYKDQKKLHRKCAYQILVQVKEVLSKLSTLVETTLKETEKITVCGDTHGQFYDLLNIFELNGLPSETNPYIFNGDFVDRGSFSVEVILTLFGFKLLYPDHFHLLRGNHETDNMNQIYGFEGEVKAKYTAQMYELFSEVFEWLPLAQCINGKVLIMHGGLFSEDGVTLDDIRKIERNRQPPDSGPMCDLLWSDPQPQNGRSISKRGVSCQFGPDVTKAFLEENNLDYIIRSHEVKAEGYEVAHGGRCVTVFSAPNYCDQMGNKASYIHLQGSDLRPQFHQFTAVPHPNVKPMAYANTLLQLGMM
GASC-1 inh = inhibitors of human GASC-1 (JMJD2C) demethylase. Q9H3R0. GST-JMJD2C(1-420) H3K9me3 demethylation, DELFIA europium. inhibition, % at 2.35 µM. hit rate 0.069% among 330,000. AID 2099;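 active means more than half of a compound's replicate wells show inhibition beyond 50%, single wells judged on their own value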;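 further: signal counts dimethyl H3K9 product captured on neutravidin plate; 0% = median of DMSO wells and 100% = 0.3 times that DMSO median; strong numbers were not always called active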
TPT1 inhibitor = blocks Candida albicans tRNA 2'-phosphotransferase. inhibition, % at 5 µM. recombinant caTPT1, FP RNA substrate dephosphorylation. hit rate 0.81% among 300,000;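 active means inhibition above the mean of all tested compounds plus 3 SD, set per screening campaign, cut at about 24% in these data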;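 further: plate controls were DMSO alone for no effect and ferristatin control at 100 nM for full effect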
Fh CTSL1 inh = counter-screen for PFM18AAP inhibitors: inhibitors of F. hepatica cathepsin L1. recombinant F. hepatica cathepsin L1, Z-Leu-Arg-MCA fluorescence. inhibition, % at 5.96 µM. hit rate 0.49% among 300,000. AID 1906;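 active means inhibition above the mean of all tested compounds plus 3 SD, set per screening campaign, cut at about 17% in these data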;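 further: 0% = plate median of test compound wells and 100% = 1 µM Z-Phe-Ala-diazomethylketone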
EBNA-1 inhibitor = blocks EBNA-1 binding to DNA | inhibition, % at 14.8 µM | hit rate 0.34% among 300,000 | AID 1950 | EBNA-1 DNA binding, fluorescence polarization; in the data active means inhibition above about 28%
CR mimetic SO = caloric restriction mimetics inhibiting age-related superoxide in yeast | S. cerevisiae aged cells, superoxide DHE fluorescence; active compounds read low | superoxide response (% of plate mean), % at 10 µM | hit rate 0.18% among 330,000 | AID 2690;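 active means superoxide response under a set limit, about three screen SD below normal, cut at about 65% in these data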;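 further: yeast aged for seven days with compound at 30 °C before DHE staining; 100% = average MFI of all compound-treated wells on the plate with controls excluded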
HCV core dimer = blocks dimerization of HCV core protein; TR-FRET GST/Flag-core106 dimerization, 1536-well; inhibition, % at 5 µM; hit rate 0.33% among 300,000; AID 1899;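 active means inhibition above the mean of all tested compounds plus 3 SD, set per screening campaign, cut at about 45% in these data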
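assay system = GST-tagged and Flag-tagged HCV core protein residues 1-106 | controls = unlabelled core106 and no-GST-core106 wells | incubation = compound-protein-antibody incubation 4 h at 22.5 °C | probe or stimulus = Eu donor and XL665 acceptor anti-tag antibodies | read-out = % inhibition based on acceptor/donor emission ratio | signal = TR-FRET 671 and 617 nm emission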
* = called active by the depositor; · = not tested or not shown; & = joins results of further samples.

Sample of the layout (four entries):
SMILES | PP1 counter | ZTA DNA inh | PP5 inh | GASC-1 inh | TPT1 inhibitor | Fh CTSL1 inh | EBNA-1 inhibitor | CR mimetic SO | HCV core dimer
C=C(C)COc1ccc(-c2ncncc2-c2ccc(Cl)cc2)c(O)c1 | -0.6 | -9.1 | 1.5 | -3.5 | -3.0 | -10.7 | -12.0 | 112.7 | 4.7
O=C(O)CCC(=O)N1CCc2c([nH]c3ccccc23)C1C(F)(F)F (centres undefined) | 3.1 | -13.8 | -8.2 | 5.8 | -2.6 | -9.3 | -11.9 | 98.7 | -5.0
Nc1c(C(=O)c2ccccc2)sc2snc(SCC(=O)c3ccccc3)c12 | 2.5 | -7.4 | 3.1 | 16.7 | 101.6* | 4.4 | -6.1 | 98.7 | 19.1
O=C(Nc1nnc(Cc2ccc([N+](=O)[O-])cc2)s1)c1ccc2c(c1)OCO2 | 1.0 | -9.7 | 0.5 | -13.4 | 1.1 | -1.3 | 2.1 | 109.2 | 2.6

Main list, previewed entries included:
SMILES | PP1 counter | ZTA DNA inh | PP5 inh | GASC-1 inh | TPT1 inhibitor | Fh CTSL1 inh | EBNA-1 inhibitor | CR mimetic SO | HCV core dimer
C=C(C)COc1ccc(-c2ncncc2-c2ccc(Cl)cc2)c(O)c1 | -0.6 | -9.1 | 1.5 | -3.5 | -3.0 | -10.7 | -12.0 | 112.7 | 4.7
O=C(O)CCC(=O)N1CCc2c([nH]c3ccccc23)C1C(F)(F)F (centres undefined) | 3.1 | -13.8 | -8.2 | 5.8 | -2.6 | -9.3 | -11.9 | 98.7 | -5.0
Nc1c(C(=O)c2ccccc2)sc2snc(SCC(=O)c3ccccc3)c12 | 2.5 | -7.4 | 3.1 | 16.7 | 101.6* | 4.4 | -6.1 | 98.7 | 19.1
O=C(Nc1nnc(Cc2ccc([N+](=O)[O-])cc2)s1)c1ccc2c(c1)OCO2 | 1.0 | -9.7 | 0.5 | -13.4 | 1.1 | -1.3 | 2.1 | 109.2 | 2.6
Cc1ccc(SCC(=O)Nc2ccccc2N2CCOCC2)cc1 | -3.9 | 6.6 | -3.0 | -7.8 | -0.5 | -2.0 | -16.2 | 100.4 | -1.0
Cc1cnc(Sc2ncccc2[N+](=O)[O-])nc1 | -5.9 | -2.2 | -1.1 | -11.5 | -4.1 | -1.3 | 4.8 | 175.3 | 0.1
O=C(Nc1sc2c(c1C(=O)NCC1CCCO1)CCCC2)c1cccs1 (centres undefined) | 4.3 | -15.5 | 4.4 | 39.2 | 1.8 | 13.5 | 1.3 | 124.1 | 9.3
COn1c(SCC(=O)N(C)C)nc2ccccc2c1=O | -7.6 | 11.4 | -0.3 | -0.3 | 4.3 | 0.4 | 7.0 | 92.9 | -4.9
COc1ccc([C@H]2CC(=O)C=C(c3ccc(OC)cc3OC)C2)cc1 | 2.9 | 6.6 | 2.2 | -1.6 | · | · | · | 96.6 | ·
COc1ccc(-c2nnc(SCC(=O)NC3CC3)o2)cc1 | -3.5 | 10.6 | 0.7 | 10.0 | · | · | · | 88.6 | ·
COc1ccc(-n2nc(C(=O)NCC(=O)N3CCN(Cc4ccccc4)CC3)c3ccccc3c2=O)c(OC)c1 | 1.1 | 0.8 | 0.7 | -22.3 | 2.1 | 0.6 | -8.1 | 106.4 | 8.2
Cn1cccc1C(=O)c1ccc(Cl)cc1Cl | 0.5 | -5.9 | 1.0 | -2.5 | 0.6 | -3.4 | -12.7 | 91.6 | -2.2
N#C/C(=C\c1ccc(O)c(O)c1)C(=O)NCc1ccccc1 | -0.9 | -17.3 | 2.2 | · | 4.4 | 4.1 | 1.5 | 99.9 | -0.9
C=CCc1ccc(OCC(O)CN2CCN(c3ccccc3OC)CC2)c(OC)c1 (centres undefined) | 3.0 | -19.2 | 2.2 | -6.8 | -4.2 | -0.1 | -5.0 | 97.7 | -1.6
CCN1CCN(S(=O)(=O)c2ccc(Cl)c(C(=O)NCc3ccco3)c2)CC1 | -7.0 | 1.3 | 0.2 | -3.7 | 0.2 | 3.8 | -13.9 | 94.9 | -0.3
COc1ccccc1-n1cnc2cc(C(=O)NCCCN3CCOCC3)ccc21 | 0.8 | 0.5 | -0.9 | -6.7 | -6.4 | 0.8 | 3.5 | 85.5 | 0.0
CC(=O)/C(=N/Nc1ccc(Br)cc1)Sc1cccc2cccnc12 | 2.1 | -19.7 | 1.0 | -21.7 | -1.6 | 2.7 | 13.2 | 95.7 | 5.1
COc1ccccc1NC(=O)CN(C)S(=O)(=O)c1cccc2cccnc12 | -1.9 | 1.4 | 1.3 | 4.4 | 1.1 | 4.2 | 8.8 | 118.8 | -3.7
Cc1[nH]c2ccc(C(=O)NCCCN3CCCC3)cc2c1C | -0.3 | -4.1 | -0.1 | -4.3 | -0.3 | -1.6 | 9.9 | 99.2 | -6.5
COc1cc(C(=O)OCC(=O)N2CCC(Cc3ccccc3)CC2)cc(OC)c1OC | -1.6 | 2.4 | 0.4 | -2.8 | -1.5 | -3.9 | -0.9 | 83.1 | -2.6
COC(=O)c1ccc(CNC(=O)C23CC4CC(CC(C4)C2)C3)cc1 | 3.2 | -7.9 | -0.2 | 2.9 | -2.2 | 2.1 | 4.5 | 102.1 | -20.1
COC(=O)c1cc(NS(=O)(=O)c2ccc(N3CCCCCC3)c([N+](=O)[O-])c2)cc(C(=O)OC)c1 | 7.3 | -1.1 | 3.5 | -1.7 | -10.3 | 2.8 | 11.3 | 96.0 | 27.3
COC(=O)CN1C(=O)[C@H]2[C@@H](c3ccc(C)o3)N3C(=O)CN(CC4CC4)C(=O)[C@@]3(C)[C@H]2C1=O | -6.4 | -1.5 | 3.8 | -2.2 | -3.1 | -4.2 | 2.9 | 92.7 | -8.8
CC1(C)CC(=O)C=C(Nc2ccccc2F)C1 | 4.0 | -5.9 | 3.0 | 4.8 | 0.9 | 1.1 | -13.5 | 92.1 | 2.8
CNC(=O)c1cccc(NC(=O)CCCNC(=O)c2ccc(Cl)cc2)c1 | -5.6 | 15.7 | 2.8 | -0.6 | 1.9 | 0.8 | 5.2 | 94.0 | -1.2
COc1cc(C2NC(=O)NC(C)=C2C(=O)OC2CCCC(C)C2)ccc1O (centres undefined) | -1.6 | -14.4 | 2.1 | -0.5 | 1.6 | 0.9 | 0.6 | 91.6 | 4.7
CC1(OC(=O)CCc2ccccc2)C(=O)C=C2C=C(c3ccc(C#N)cc3)N(C3CCCCC3)C=C2C1=O (centres undefined) | 14.6 | -12.2 | 8.8 | 0.3 | -5.0 | -1.1 | 3.4 | 97.5 | 26.5
COC(=O)c1ccc(C(=O)OC)c(NC(=S)N2CCN(C(=O)C3CCCO3)CC2)c1 (centres undefined) | -2.5 | -10.1 | 2.0 | 3.8 | -1.7 | 0.6 | -14.4 | 107.6 | -1.5
COc1ccc(C(=O)NNC(=O)c2cccc(F)c2)cc1 | -1.2 | 9.2 | 0.2 | -16.5 | 0.4 | 1.0 | -3.6 | 104.8 | -2.0
COc1cc(C)c(C)cc1S(=O)(=O)N1CCN(Cc2ccc3c(c2)OCO3)CC1 | -0.8 | 6.9 | 1.2 | -11.1 | -0.7 | 0.4 | -2.4 | 91.3 | 8.0
Cc1ccc(CN2CC(C(=O)Nc3ccccc3N3CCCC3)CC2=O)cc1 (centres undefined) | -2.3 | -9.1 | -1.3 | 0.2 | 1.1 | -8.0 | -3.3 | 99.9 | -6.9
Cc1ccc(C2=NN3C(C2)c2ccccc2OC32C(=O)Nc3ccccc32)cc1 (centres undefined) | 4.5 | -3.9 | 3.9 | 8.6 | 10.3 | 8.7 | 14.4 | 90.7 | 39.4
CC(Oc1ccc([N+](=O)[O-])cc1)C(=O)NCC1CCCO1 (centres undefined) | 3.1 | 9.3 | 3.4 | 2.0 | 0.1 | 1.7 | 5.3 | 90.4 | 9.2
CCNC(=O)CC1C(=O)N(c2ccc(F)cc2)C(=O)N1Cc1ccc(OC)cc1 (centres undefined) | -1.6 | -6.3 | 0.5 | -0.8 | 1.2 | -2.9 | 6.0 | 80.5 | -1.4
COc1ccc(/C(N)=N/OC(=O)Cc2ccc(C)cc2)cc1OC | -2.0 | 21.0 | 2.3 | 5.1 | 1.3 | -3.0 | 8.5 | 77.4 | 8.0
Cc1cc(NC(=O)CC(C)(C)C)nc2c1c(=O)oc1ccccc12 | -1.1 | -10.1 | 0.9 | 12.0 | -0.3 | -2.2 | 2.8 | 100.4 | 0.0
O=C(Cn1nnc(-c2ccc(S(=O)(=O)N3CCCC3)cc2)n1)Nc1ccccc1-n1cccc1 | -4.7 | 5.3 | 6.9 | 46.7&-4.3 | 1.9 | -0.8 | 3.4 | 124.9 | 9.3
CCCCN(C)C(=O)C1CCN(c2ccc(S(=O)(=O)N3CCOCC3)cc2[N+](=O)[O-])CC1 | 1.0 | 11.8 | 2.2 | -3.7 | -1.6 | 1.0 | 1.0 | 103.3 | -8.1
CC(Oc1ccc(Cl)cc1)C(=O)Nc1cccc(S(=O)(=O)N2CCOCC2)c1 (centres undefined) | 0.9 | -10.1 | 0.6 | · | · | · | · | 87.9 | ·
COc1ccc(OCC(=O)NNC(=O)c2cc3ccccc3o2)cc1 | -3.5 | -2.9 | 0.1 | 2.5 | -1.5 | 1.1 | -2.1 | 89.6 | -5.0
Cc1cccc(OCCn2c(CCCO)nc3ccccc32)c1 | -2.6 | 9.7 | 1.6 | -4.4 | -3.0 | -3.7 | -6.5 | 96.5 | -1.3
CC1(C)CC(=O)C=C(NCCc2ccc(S(N)(=O)=O)cc2)C1 | -4.7 | -17.3 | 1.3 | 2.3 | -3.0 | 0.3 | -3.9 | 100.3 | -6.4
CCCCOC(=O)CCc1c(C)[nH]c(=S)[nH]c1=O | -0.7 | -5.1 | 1.7 | 32.3 | -2.4 | -0.1 | -2.4 | 89.8 | -4.4
COc1ccc(C(=O)NNC(=O)c2ccccc2[N+](=O)[O-])cc1 | -4.6 | 7.6 | -2.4 | -3.7 | 3.2 | 1.9 | 9.5 | 102.7 | 6.6
Cc1nn(-c2ccccc2)nc1CNC(=O)C1CCC1 | -3.9 | 12.1 | -2.7 | 2.1 | 0.1 | 2.9 | 3.7 | 98.2 | -4.0
Cc1c(NC(=O)C(C)N2C(=O)C3C4C=CC(C4)C3C2=O)c(=O)n(-c2ccccc2)n1C (centres undefined) | -3.5 | -3.8 | 0.8 | 5.5 | 0.4 | 5.8 | -12.9 | 107.1 | -1.4
Cc1ccc(C(c2nnnn2CC2CCCO2)N2CCN(C)CC2)cc1 (centres undefined) | -0.7 | 2.9 | -0.2 | -25.4 | -6.0 | 0.3 | 11.2 | 84.0 | -2.7
O=c1cc(-c2ccccc2)nc2cc(-c3ccc(Br)cc3)[nH]n12 | 5.4 | -3.2 | 0.5 | -10.0 | 1.8 | -0.6 | -2.9 | 52.6* | 3.0
Cc1ccc(S(=O)(=O)N2[C@@H](c3cccc(Cl)c3)C(C(=O)O)=CC[C@H]2c2ccc(Cl)c(Cl)c2)cc1 | 21.6* | 1.9 | 6.3 | -6.3 | 0.2 | 5.0 | 1.8 | 98.3 | 27.6
COc1cc(C(=O)NCC(=O)N/N=C(/C)c2ccc3c(c2)CCCC3)cc(OC)c1OC | -0.5 | 0.2 | -1.2 | -10.5 | 1.1 | 6.0 | -8.6 | 107.8 | 5.7
COC(=O)c1ccc(NS(=O)(=O)c2ccc(-c3cc(C)no3)s2)cc1 | -1.1 | 11.2 | -0.6 | -15.0 | 5.3 | 0.0 | -2.8 | 107.7 | 5.1
Cc1ccccc1NC1=CC(=O)CC(C)(C)C1 | 0.1 | -8.6 | 1.6 | 42.5 | 4.7 | -0.8 | 3.9 | 115.3 | -5.6
